LmPK inhibitor: inhibitors of Leishmania mexicana pyruvate kinase. Potency, µM (series often up to 57.5 µM), for the others: at the highest dose activity change, negative = inhibition, usual class: inhibitors. AID 1721. purified LmPK, Kinase-Glo ATP luminescence, 1 h. actives 0.37% (n = 290,000). Q27686; also: potency is read from the fitted curve at half-maximal effect; % is scaled to controls: 0 for no effect and ±100 for the full control effect
Target sequence (Q27686 whole entry, looked up): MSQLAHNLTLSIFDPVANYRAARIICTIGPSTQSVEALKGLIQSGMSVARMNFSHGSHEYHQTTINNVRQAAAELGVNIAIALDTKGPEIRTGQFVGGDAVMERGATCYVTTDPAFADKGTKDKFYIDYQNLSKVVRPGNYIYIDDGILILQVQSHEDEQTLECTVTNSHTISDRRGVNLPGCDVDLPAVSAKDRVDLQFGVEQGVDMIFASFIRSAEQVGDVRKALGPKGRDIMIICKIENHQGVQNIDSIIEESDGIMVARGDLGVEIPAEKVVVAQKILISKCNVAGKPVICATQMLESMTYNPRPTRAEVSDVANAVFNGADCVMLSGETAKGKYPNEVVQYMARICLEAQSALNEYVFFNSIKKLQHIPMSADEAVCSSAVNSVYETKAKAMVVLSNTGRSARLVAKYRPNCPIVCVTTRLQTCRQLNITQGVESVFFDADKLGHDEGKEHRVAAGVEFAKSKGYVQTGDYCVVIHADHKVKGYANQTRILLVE
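Pyruvate kinase activity monitored as ATP production (luciferase luminescence). Conditions: 0.1 nM enzyme, 0.5 mM PEP, 0.1 mM ADP, 1 h, RT; normalized against uninhibited and no-enzyme wells.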
Shiga inhibitor: Shiga toxin inhibition; Vero cells, Shiga toxin protein synthesis inhibition reporter; inhibition, % at 38.7 µM; actives 9.2% (n = 290,000); in the data active = inhibition mostly above about 28%, no sharp cut-off; inactive = mostly below about 43%; also: 0% is about no effect
Pf growth 48h: P. falciparum growth inhibition at 48 hours (one generation). Potency, µM (top dose mostly 28.7 µM), inactives show at the highest dose activity change, negative = inhibition, hits mostly inhibitors. actives 5.9% (n = 310,000). P. falciparum luciferase growth in erythrocytes, 48 h; also: potency is read from the fitted curve at half-maximal effect; % is scaled to controls: 0 for no effect and ±100 for the full control effect
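First compound was added to culture medium, then infected red cells at 0.1% parasitemia and 2% hematocrit (final). After incubation at 37 C under 5% CO2, luciferase detection reagent was dispensed and light output recorded.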
Tb PYK inh: T. brucei pyruvate kinase inhibition. Potency, µM (titrated, usually from 76.8 µM), for inactives: top-dose activity, negative = inhibition, usual class: inhibitors. actives 0.12% (n = 410,000). AID 624173. TbPYK enzyme, Kinase-Glo Plus ATP luminescence, 45 min; also: potency is read from the fitted curve at half-maximal effect; % is scaled to controls: 0 for no effect and ±100 for the full control effect; nearly all actives have a fitted effect of over 50% in size
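Assay buffer: 50 mM TEA pH 7.2, 100 mM KCl, 10 mM MgCl2, 0.05% BSA, 0.01% Tween-20. Pyruvate kinase from T. brucei plus substrate met compound, then ADP (130 uM final). Luminescence was read post 45 min RT.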
Pf growth 96h: P. falciparum growth inhibition at 96 hour, primary screen for plastid delayed-death inhibitors. P. falciparum luciferase reporter growth, 96 h. Potency, µM (doses to about 28.7 µM), for inactives: at the highest dose activity change, negative = inhibition, most hits filed as inhibitors. actives 6.9% (n = 320,000); also: potency is read from the fitted curve at half-maximal effect; % is scaled to controls: 0 for no effect and ±100 for the full control effect
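Infected RBCs, 2% Hct / 0.05% parasitemia final; luciferase-reporter P. falciparum; cpd 96 h, 37 C, 5% CO2; luciferase detection reagent; luminescence.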
Cycloheximide cs: counter-screen for Shiga toxin inhibitors: cycloheximide protein synthesis inhibition; cell reporter, cycloheximide protein synthesis inhibition counterscreen; max response, %; actives 12% (n = 300,000); in the data active = max response mostly above about 13%, no sharp cut-off; inactive = mostly below about 14%; also: read at 38.3 µM for the half of the compounds with a filed dose; 0% is about no effect
AMA1-RON2 inh: AMA1-RON2 (P. falciparum) interaction inhibition; Potency, µM (highest dose often 58.2 µM), without a hit: at the top dose activity change, negative = inhibition, hits mostly inhibitors; actives 0.2% (n = 360,000); AlphaScreen AMA1-biotinylated RON2 peptide binding;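 also: potency is read from the fitted curve at half-maximal effect; 0% = vehicle wells and -100% = peptide control; nearly all actives have a fitted effect of over 45% in size; some results filed as inactive show a strong effect at the top dose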
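AMA1 (3D7) with his tag at 25 nM final met compounds first, then biotinylated RON2 peptide at 25 nM; detection used donor plus acceptor beads, 10 µg/mL apiece, read by AlphaScreen after 30 min at room temperature.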
* hit, by the source's call; ? = inconclusive; / = not tested or not shown; & = joins results of further samples; ! = repeats disagree; [ ] = another dose, or the depositor's remark. Unless noted, calls follow the shape of the dose curve; as a rule, active = well fitted curve in the direction sought with a large enough effect; inconclusive = small, poorly fitted or top-dose-only effect, or another doubt; inactive = no such curve, though single readings can be large; an effect the other way counts as inactive or inconclusive. Not a hit list; 21% or so of the library scored in one or more.

Values run as follows: Pf growth 48h | LmPK inhibitor | Tb PYK inh | Pf growth 96h | AMA1-RON2 inh | Shiga inhibitor | Cycloheximide cs
- Cc1cccc2cc3c(NC(=O)CC(C)C)nn(C)c3nc12
    6% | -4% | 2% | 1% | 14% | 10 | 1
- O=C(CN(C(=O)c1csnn1)c1cccc2ccccc12)NC1CCCC1
    -7% | 14% | 0% | 41%[activator] | 19% | -21 | 1
- O/C(=C\Sc1nnc(Cc2ccccc2)o1)c1ccc(F)cc1
    / | 7% | 4% | 19% | 3% | -11 | -2
- CCOc1cc(C)c(-c2onc(C(F)(F)F)c2-c2csc(C)n2)c(O)c1
    1.7µM* | 2% | -7% | 1.9µM* | 1% | 12 | -5
- O=C1c2nc3cc(-c4ccccc4)[nH]n3c(=O)c2CN1Cc1ccccc1
    4% | 3% | 7% | 26% | 4% | -11 | 1
- CSc1ncc(C(=O)Nc2ccccc2)cn1
    32%[activator] | -4% | -6% | 311%[activator] | 3% | -2 | -2
- COc1ccccc1NC(=O)CSc1nnc(CC(=O)Nc2ccccc2)n1C
    -3% | -10% | 5% | 182%[activator] | 8% | -3 | 2
- CC(C)CC(=O)NC(=S)N1CCN(c2ccc([N+](=O)[O-])cc2Cl)CC1
    -28% | 5% | -3% | ? | 70%[activator] | -4 | -3
- CC(C)NC(=O)C1CCN(C(=O)N(C)C)CC1
    2% | 1% | 0% | ? | 4% | -7 | -3
- NCCCC[C@@H]1NC(=O)c2cc([N+](=O)[O-])cc(I)c2SC[C@@H](C(N)=O)NC(=O)[C@H](Cc2ccc(O)cc2)NC1=O
    -7% | -2% | -4% | -22% | -3% | -2 | -5
- CCOc1c(C#N)c(C#N)c2nc(C)cc(C)n12
    33%[activator] | -1% | -1% | -8% | 1% | -10 | -4
- CCCc1nc2c(o1)CC(CC(C)SCC)CC2=O (centres undefined)
    17% | -1% | 1% | ? | 1% | -5 | -5
- COc1ccc(-n2nc(C(=O)NCC(=O)N(C)Cc3ccccc3)c3ccccc3c2=O)cc1OC
    ? | 9% | 0% | 0% | 0% | 11 | -2
- O=C(c1ccc([N+](=O)[O-])s1)N1CCN(c2ccccn2)CC1
    ? | 8% | -4% | ? | 0% | -13 | -2
- CCN(CC)S(=O)(=O)c1ccc(C(=O)NCCOC(=O)c2ccc(F)cc2F)cc1
    -39% | 1% | 2% | ? | -12% | 16 | 5
- COc1ccc(-n2nnnc2CNC(=O)c2ccc3ccccc3c2)cc1
    ? | / | 1% | -2% | 4% | / | /
- CCC(C)/C(C)=N/NC(=O)c1cn(-c2ccccc2)nc1-c1ccccc1 (centres undefined)
    -10% | 2% | -8% | -20% | -7%[11.6 µM] | -12 | -2
- COc1ccc(/C=N/n2c(-c3ccco3)nc3ccccc3c2=O)cc1
    -27% | 2% | 3% | ? | 1% | 45* | 28
- Cc1ccc(NC(=O)CN(C)C(=O)CSc2nnc(C(F)(F)F)n2C)cc1
    20% | 6% | 5% | 46% | -15% | -9 | 10
- COc1ccc(/C=C2\N=C3CCCCCN3C2=O)cc1OC
    12% | -4% | -6% | 0% | 0% | 21 | 17
- CC(C)Cc1cc(C(C)(C)C)ccc1OC(=S)N(C)C
    61%[activator] | -1% | -6% | -26% | 38%[activator] | -9 | -4
- Nc1ccc2nc(SCC(=O)N3CCOCC3)sc2c1
    36%[activator] | 2% | 4% | 25% | 4% | 71* | 31*
- CCC(=O)Nc1ccc(NC(=O)CSc2nnnn2CC)cc1C
    9% | 2% | -4% | -2% | 19% | 24 | -2
- COCCn1nnnc1C(c1ccc(OC)cc1)N1CCN(C(=O)c2ccco2)CC1 (centres undefined)
    14% | -7% | 2% | ? | -2% | -11 | -3
- Cc1cc(C)nc(NCCO)n1
    0% | 1% | 1% | 16% | -5% | 9 | 2
- Cc1ccc(C)c(NC(=O)/C(C#N)=C/c2cn(CC(=O)NCc3ccco3)c3ccccc23)c1
    17% | 2% | -7% | 15µM* | 5% | -13 | -3
- NC(=O)SCC(=O)Nc1ccccc1C(=O)O
    43%[activator] | 8% | -2% | -4% | 9% | -3 | -4
- CC12CCC(c3c(C(=O)Nc4nccs4)nn(-c4ccccc4)c31)C2(C)C (centres undefined)
    ? | 1% | 10% | -17% | 28% | 17 | 5
- Cc1nc(C(=O)NNC(=O)c2ccc(Cl)cc2)c(C(F)(F)F)o1
    ? | 4% | 3% | -22% | 53%[activator] | 8 | -2
- CC(C)(C)c1ccc(-c2nc(C=O)c3ccccn23)cc1
    72%[activator] | 0% | 0% | 70%[activator] | 36%[activator] | 56 | 39*
- O=C(c1ccsc1)N1CCCC(Nc2cccc(F)c2)C1 (centres undefined)
    0% | -11% | 3% | 2% | -8% | -4 | 9
- O=C(CSc1nnc2c(n1)[nH]c1ccc(F)cc12)N1CCOCC1
    3% | -1% | 3% | 10% | 15% | -3 | 5
- COc1ccc(CSc2nnnn2-c2ccccc2)cc1
    / | 4% | 1% | / | 14% | 9 | 9
- Cc1ccc(N=Cc2cc3c(cc2O)OC(N)=C(C#N)C3c2ccccc2)cc1 (centres undefined)
    5% | -6% | -14% | 27% | 38%[activator] | -11 | 1
- Cc1ccc(S(=O)(=O)NCC(=O)N/N=C/c2ccc(Cl)cc2Cl)cc1
    8% | 0% | -18% | 6% | 4% | -12 | -3
- CC(=O)NC1CCN(CC(=O)Nc2nccs2)CC1
    29% | 1% | 0% | -1% | 17% | -4 | 4
- CCCCn1c(=O)[nH]c2nc3cc(NC(C)=O)ccc3nc2c1=O
    15µM* | 1% | -8% | 2% | 5% | 5 | 7
- OCCN1CCN(CC/C=C2/c3ccccc3Sc3ccc(C(F)(F)F)cc32)CC1
    6.6µM* | / | -7%&-9% | 8.3µM*! | -30% | -27 | -13
- CCCCn1c(SCc2cccnc2)nc2c1c(=O)n(C)c(=O)n2C
    ? | -5% | 4% | -5% | -3% | -5 | -2
- CCCCOC(=O)C(C)Nc1n[nH]c(=O)[nH]c1=O (centres undefined)
    -1% | 0% | -4% | 19% | 6% | -9 | -2
- COc1ccc(N2CCN(C(=O)c3ccc(C(C)(C)C)cc3)CC2)cc1
    / | 9% | -1% | 8% | ? | 3 | -1
- COc1cccc(C2Nc3cc(Cl)c(S(N)(=O)=O)cc3S(=O)(=O)N2)c1 (centres undefined)
    5% | 0% | -6% | / | -3% | 38 | 6
- O=C(CC1C(=O)NCCN1C(=O)Nc1ccc(F)cc1F)Nc1cc(Cl)ccc1Cl (centres undefined)
    8% | 8% | -1% | 2% | 2% | -6 | 4
- COC(=O)c1ccc(CN2C(=O)NC3(CCCCC3)C2=O)cc1
    50%[activator] | 0% | 2% | 66%[activator] | -10% | 61* | 119*
- O=C1CCCc2c1cc(C(=O)NCc1ccco1)c(=O)n2-c1ccc(Cl)cc1
    -2% | -9% | -2% | -17% | -2% | 17 | 3
- Cc1csc(NC(=O)CSc2nnc(-c3ccc(S(=O)(=O)N4CCCC4)cc3)o2)n1
    5.9µM* | 1% | -2% | / | 72%[activator] | -4 | -8
- NC1=NC[C@@H](Cc2ccc(O)cc2)N1CCCCC1CCCCC1
    1.9µM* | 6% | -3% | 1.2µM* | -1% | -2 | -5
- CCC(C)N1C(=O)/C(=C\c2cnc(N(C)C)nc2)C(=O)NC1=S (centres undefined)
    -7% | 1% | ? | -27% | 8% | -7 | -4
- O=C(COC(=O)/C=C/c1ccccc1[N+](=O)[O-])NCC1CCCO1 (centres undefined)
    0% | 9% | 0% | 22% | -7% | 37 | 11
- COc1ccc(CCNC(=O)C2CCCN(S(=O)(=O)N3CC(C)CC(C)C3)C2)cc1OC (centres undefined)
    -13% | 6% | -1% | -6% | 4% | 21 | -4
- Cn1nnc2cc(C(=O)Nc3ccc4ccccc4c3)ccc21
    77%[activator] | -3% | 0% | 20% | 18% | 108* | 36*
- CC(NC(=O)/C(C#N)=C/c1ccc(Cl)c([N+](=O)[O-])c1)c1ccccc1 (centres undefined)
    -23% | 4% | -4% | 3% | -2% | 10 | -2
- O=C(Nc1ccsc1C(=O)NC1CC1)c1ccccc1
    -6% | 6% | 4% | 0% | 1% | -3 | 9
- O=C(CN(c1ccc(F)cc1)S(=O)(=O)c1ccc2c(c1)OCCO2)NCc1ccccc1
    / | 7% | -4% | ? | 1% | 21 | -3
- CCNC(=O)OCc1cn(-c2ccc(Cl)cc2)nn1
    ? | -3% | -3% | 11% | 21% | 17 | 19
- CN1C(C(=O)NCCc2cccs2)CC2Cn3c(nc4ccccc43)C21 (centres undefined)
    -17% | 0% | -1% | 4% | 9% | -6 | -2
- CCc1nnc(SCC(=O)Nc2ccc(N3CCN(S(C)(=O)=O)CC3)cc2)o1
    30% | -1% | -5% | ? | -2% | -4 | -7
- COc1cc(CCC(=O)NC2(C)CCS(=O)(=O)C2)cc(OC)c1OC (centres undefined)
    ? | / | 3% | ? | -4% | / | /
- Cc1cccc(NC(=O)CNC(=O)CNC(=O)Cc2ccccc2)c1
    -9% | -6% | -1% | ? | 15% | -13 | 1
- C/C(=N\NC(=O)C(=O)N/N=C(\C)c1cccc(O)c1)c1cccc(O)c1
    -8% | 0% | 2% | 16% | 31%[activator] | 17 | 7

Reformatted bar-delimited: entries from further up
canonical_smiles | Pf growth 48h | LmPK inhibitor | Tb PYK inh | Pf growth 96h | AMA1-RON2 inh | Shiga inhibitor | Cycloheximide cs
Cn1nnc2cc(C(=O)Nc3ccc4ccccc4c3)ccc21 | 77%[activator] | -3% | 0% | 20% | 18% | 108* | 36*
CC(NC(=O)/C(C#N)=C/c1ccc(Cl)c([N+](=O)[O-])c1)c1ccccc1 (centres undefined) | -23% | 4% | -4% | 3% | -2% | 10 | -2
O=C(Nc1ccsc1C(=O)NC1CC1)c1ccccc1 | -6% | 6% | 4% | 0% | 1% | -3 | 9
O=C(CN(c1ccc(F)cc1)S(=O)(=O)c1ccc2c(c1)OCCO2)NCc1ccccc1 | / | 7% | -4% | ? | 1% | 21 | -3
CCNC(=O)OCc1cn(-c2ccc(Cl)cc2)nn1 | ? | -3% | -3% | 11% | 21% | 17 | 19
CN1C(C(=O)NCCc2cccs2)CC2Cn3c(nc4ccccc43)C21 (centres undefined) | -17% | 0% | -1% | 4% | 9% | -6 | -2
CCc1nnc(SCC(=O)Nc2ccc(N3CCN(S(C)(=O)=O)CC3)cc2)o1 | 30% | -1% | -5% | ? | -2% | -4 | -7
COc1cc(CCC(=O)NC2(C)CCS(=O)(=O)C2)cc(OC)c1OC (centres undefined) | ? | / | 3% | ? | -4% | / | /
Cc1cccc(NC(=O)CNC(=O)CNC(=O)Cc2ccccc2)c1 | -9% | -6% | -1% | ? | 15% | -13 | 1
C/C(=N\NC(=O)C(=O)N/N=C(\C)c1cccc(O)c1)c1cccc(O)c1 | -8% | 0% | 2% | 16% | 31%[activator] | 17 | 7

Assay outcomes: PubChem BioAssay, National Center for Advancing Translational Sciences (NCATS)
